Tb PGK inh: blocks T. brucei phosphoglycerate kinase. PGK/GAPDH coupled, Kinase-Glo luminescence, 60 min. P07378. Potency, µM (doses to about 57.5 µM), for inactives: at the highest dose activity change, negative = inhibition, actives largely listed as inhibitors. hit rate 0.043% among 380,000; further: on the % scale 0 is the no-effect control and ±100 the full control effect; nearly all actives have a fitted effect of over 60% in size
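Recombinant glycosomal PGK reaction used 1,3-bisphosphoglycerate generated in-well by GAPDH (100nM final) in 100mM TEA pH 7.6, 5mM MgCl2, 0.01% Tween-20. After 60 minutes at room temperature, ATP was read by Kinase-Glo Plus luminescence end-point.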
BAZ2B block: BAZ2B (human) inhibition; Q9UIF8; AlphaScreen BAZ2B-H3K14Ac peptide displacement; Potency, µM (series often up to 114 µM), inactives show at the top dose activity change, negative = inhibition, hits mostly inhibitors; hit rate 4.4% among 360,000; further: on the % scale 0 is the no-effect control and ±100 the full control effect; nearly all actives have a fitted effect of over 60% in size
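BAZ2B 50 nM plus b-H3(5-23)K14Ac 50 nM, PBS pH 7.4/0.01% Tween-20, 30 min RT; compound added (max 110 uM), 30 min RT; streptavidin donor/Ni-chelate acceptor beads 10 ug/mL final, 20 min dark; AlphaScreen read.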
GLS inh: inhibitors of human glutaminase (GLS); O94925; GLS enzymatic activity, qHTS titration; Potency, µM (top dose mostly 45.5 µM), without a hit: top-dose activity change, negative = inhibition, most hits filed as inhibitors; hit rate 0.21% among 410,000; further: on the % scale 0 is the no-effect control and ±100 the full control effect
Target sequence (O94925 whole entry, looked up): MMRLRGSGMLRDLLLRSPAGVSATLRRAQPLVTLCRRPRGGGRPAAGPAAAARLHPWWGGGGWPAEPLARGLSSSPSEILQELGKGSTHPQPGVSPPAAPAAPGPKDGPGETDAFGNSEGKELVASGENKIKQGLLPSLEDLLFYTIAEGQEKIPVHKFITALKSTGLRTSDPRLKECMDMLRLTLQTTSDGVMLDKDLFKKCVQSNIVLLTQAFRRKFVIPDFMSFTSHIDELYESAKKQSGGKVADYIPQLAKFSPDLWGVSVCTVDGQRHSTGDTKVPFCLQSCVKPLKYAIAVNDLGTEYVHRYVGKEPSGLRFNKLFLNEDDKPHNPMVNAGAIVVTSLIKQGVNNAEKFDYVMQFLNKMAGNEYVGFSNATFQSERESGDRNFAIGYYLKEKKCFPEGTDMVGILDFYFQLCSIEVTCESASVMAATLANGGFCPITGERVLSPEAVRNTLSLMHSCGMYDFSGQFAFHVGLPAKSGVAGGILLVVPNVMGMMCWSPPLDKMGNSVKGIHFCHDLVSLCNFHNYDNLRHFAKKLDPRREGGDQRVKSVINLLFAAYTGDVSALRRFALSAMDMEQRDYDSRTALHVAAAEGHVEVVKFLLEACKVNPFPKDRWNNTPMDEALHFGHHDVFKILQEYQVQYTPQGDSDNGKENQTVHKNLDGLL
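Two-point fluorescence kinetic (t0, 30 min RT) for hKGA; glutamate detected via glutamate oxidase–HRP–Amplex Red. Substrate: 1 mM L-glutamine solution; buffer 45 mM KH2PO4, pH 8.2.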
Pol iota inh: blocks human DNA polymerase iota activity. hit rate 1% among 390,000. Potency, µM (series often up to 115 µM), for the others: at the top dose activity, negative = inhibition, hits mostly inhibitors. Pol iota fluorescent replication assay, 10 min
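Pol iota at 10 nM preincubated 15 min with compounds at room temperature; reaction started with fluorescent substrate, 50 nM final. Fluorescence read kinetically at 0 and 10 min; buffer-only wells as negative control.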
Pin1 inhibitor: human Pin1 inhibition; Pin1 FP peptide displacement, HiFluor488, 10 min; Potency, µM (highest dose often 115 µM), inactives show top-dose activity, negative = inhibition, actives largely listed as inhibitors; hit rate 0.009% among 390,000; active means well fitted inhibition curve with a large enough effect in the polarisation, with a control signal flat, not every such curve was filed as active; inconclusive means small, poorly fitted or top-dose-only effect, or effect the other way, or a change in a side signal; inactive means no such curve, though single readings can be large or run the other way; the % refers to the polarisation; further: on the % scale 0 is the no-effect control and ±100 the full control effect
Target sequence (Q13526 whole entry, looked up): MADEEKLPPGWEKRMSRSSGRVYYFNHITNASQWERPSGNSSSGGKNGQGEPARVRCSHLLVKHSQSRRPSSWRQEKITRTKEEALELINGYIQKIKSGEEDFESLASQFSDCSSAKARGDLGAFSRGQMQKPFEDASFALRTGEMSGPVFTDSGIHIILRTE
G9a block: blocks human histone lysine methyltransferase G9a | Q96KQ7 | G9a H3K9 monomethylation, AlphaScreen, 2 h | Potency, µM (top dose mostly 102 µM), without a hit: at the highest dose activity, negative = inhibition, actives largely listed as inhibitors | hit rate 8.8% among 350,000 | AID 504332; further: on the % scale 0 is the no-effect control and ±100 the full control effect; nearly all actives have a fitted effect of over 75% in size
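AlphaScreen detection with an anti-monomethyl H3K9 antibody quantified product after a 2 h room-temperature reaction containing 500 nM biotinylated H3K9 peptide, 20 µM SAM and 20 nM enzyme, which had been preincubated 15 min with compound.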
JMJD2A Tudor inh: inhibitors of human JMJD2A Tudor domain; O75164; AlphaScreen JMJD2A-Tudor / H3K4me3 peptide binding; Potency, µM (highest dose often 114 µM), for the others: at the top dose activity change, negative = inhibition, most hits filed as inhibitors; hit rate 4.4% among 390,000; further: on the % scale 0 is the no-effect control and ±100 the full control effect; nearly all actives have a fitted effect of over 50% in size
BLM helicase inh: blocks DNA unwinding by human BLM helicase; P54132; recombinant BLM DNA unwinding, fluorescence dequenching; Potency, µM (top dose mostly 56.1 µM), without a hit: top-dose activity change, negative = inhibition, hits mostly inhibitors; hit rate 0.2% among 350,000; AID 2528;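 further: plate controls were vehicle for no effect and no enzyme for full effect; nearly all actives have a fitted effect of over 35% in size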
HP1b binding inh: inhibitors of HP1-beta chromodomain binding to methylated histone tails | AlphaScreen HP1-beta / biotin-H3K9me3 peptide binding | P83916 | Potency, µM (titrated, usually from 114 µM), for inactives: at the highest dose activity change, negative = inhibition, most hits filed as inhibitors | hit rate 0.56% among 390,000; further: nearly all actives have a fitted effect of over 70% in size; inactives centre near 23
Target sequence (P83916 whole entry, looked up): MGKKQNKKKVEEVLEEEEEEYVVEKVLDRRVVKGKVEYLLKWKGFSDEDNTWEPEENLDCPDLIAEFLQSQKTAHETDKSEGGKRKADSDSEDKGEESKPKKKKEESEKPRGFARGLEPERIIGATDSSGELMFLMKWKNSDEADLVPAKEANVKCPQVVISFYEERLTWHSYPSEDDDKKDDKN
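AlphaScreen: HP1-beta (50 nM) preformed 30 min with biotin-H3(1-18)K9me3 peptide (50 nM) in PBS pH 7.4, 0.01% Tween-20. Compound added for 30 min at RT, then streptavidin donor/nickel chelate acceptor beads (10 ug/mL) for 30 min.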
Active calls of the source: *; i = inactive; ? = inconclusive; / = no result given; & = joins results of further samples; [ ] = remark or other dose. Unless noted, the call rests on the fitted dose curve; in most records, active means well fitted curve in the direction sought with a large enough effect; inconclusive means small, poorly fitted or top-dose-only effect, or another doubt; inactive means no such curve, though single readings can be large; an effect the other way counts as inactive or inconclusive. Potency means the concentration at half of the fitted maximal effect.

Values in the order: Tb PGK inh, BAZ2B block, GLS inh, Pol iota inh, Pin1 inhibitor, G9a block, JMJD2A Tudor inh, BLM helicase inh, HP1b binding inh
1	O=C(CCNS(=O)(=O)c1ccccc1)N1CCCC1
→ -2%, -1%, -4%, 35%[activator], -2%, 22%[59 µM], 0%, -2%, 23%
2	CN(Cc1nc2ccccc2c(=O)[nH]1)C(=O)c1ccc(S(=O)(=O)N(C)C)cc1
→ -1%, ?, -4%, 5%, -3%, 14%, -16%, -1%, 29%
3	Cc1[nH]c2ccccc2c1/C=N/NC(=O)c1cc(-c2ccncc2)nc2ccccc12
→ -8%, ?, 31%[activator], 15%, 6%, -11%, ?, -13%, -3%
4	COC(=O)NNC(=O)c1cccc(C)c1
→ -5%, 3%, 18%, 1%, -2%, 12%, -3%, -1%, -1%
5	CC1=NNC(=O)C1CCC(=O)N/N=C(\C)c1ccc(Cl)cc1 (stereo not given)
→ 8%, -4%, 9%, 69%[activator], 2%, /, -10%, -9%, 28%
6	CN(CCCC(=O)N1CCN(c2ncccn2)CC1)S(=O)(=O)c1ccc(F)cc1
→ 1%, /, 2%, 4%, 2%, /, -9%, /, 51%[activator]
7	Cc1ccc(NC(=O)CN(C)S(=O)(=O)c2cccc3cccnc23)c(C)c1
→ 11%, -3%&1%, -11%&-12%, 15%&36%, 5%&5%, -4%, -4%&-8%, -5%&-3%, 3%&28%
8	Cc1nc2ncccn2c1-c1csc(Nc2ccc(S(N)(=O)=O)cc2)n1
→ i, -2%, -16%, -1%, 20%, /, -15%, -13%, 24%
9	CC(=O)c1ccc(-n2nnnc2SCC(=O)Nc2cccc(NC(=O)c3ccco3)c2)cc1
→ 4%, 4%, 14%, -5%, 23%, -8%, -7%, -1%, 11%
10	COCCCNS(=O)(=O)c1ccc2c3c(cccc13)C(=O)S2
→ -10%, 1%, 5%, 9%, -4%, -3%[59 µM], -20%, -14%, 30%
11	Cc1ccccc1S(=O)(=O)Cc1ccc(C(=O)NC2CCCCCC2)o1
→ -2%, -6%, 5%, -5%, -7%, 49%, -6%, -1%, 48%[activator]
12	COc1ccccc1N1CCN(S(=O)(=O)c2ccc3[nH]c4c(c3c2)CCCC4)CC1
→ -3%, ?, 7%, 25%, 8%, ?, ?, -12%, -27%
13	COc1ccccc1N1CCN(c2ncc3c(n2)CCN(Cc2ccccc2C)C3)CC1
→ -4%, -12%, 4%, 16%, -8%, -2%[59 µM], -8%, -9%, 13%
14	O=c1oc2ccc(Cl)cc2cc1-c1nc(-c2cccs2)no1
→ -8%, -13%, -15%, 24%, -7%, 0%[59 µM], ?, -6%, 3%
15	Cc1ccccc1-c1nc(CN(C)C(C)c2ccon2)c(C)o1 (stereo not given)
→ 12%, -12%, -3%, 64%[activator], -2%, -1%, -4%[57.1 µM], -6%, 9%
16	COc1cc(OC)cc(C(=O)Nc2cccc(-c3cn4cccnc4n3)c2)c1
→ 0%, -5%, -2%, ?, ?, 5%[59 µM], -15%, -3%, 15%[57 µM]
17	O=C(NCC(=O)N(c1ccccc1)C(C(=O)NC1CCCCC1)c1cccnc1)c1ccco1 (stereo not given)
→ -3%, 1%, -9%, 82%[activator], -4%, -7%, -8%, -3%, 41%[activator]
18	CC1CCCC(C)N1CCNC(=O)CCc1nnc2n(Cc3ccccc3)c(=O)c3ccccc3n12 (stereo not given)
→ -9%, -10%, -9%, 25%, -7%, /, -28%, -11%, 28%
19	Fc1cccc(Cc2noc(CN3CCN(C4CCc5ccccc5C4)CC3)n2)c1 (stereo not given)
→ i, -7%, -8%, 25%, -1%, 21%[0.501 µM], -12%, -3%, 10%
20	COC(=O)c1cccc(C23CC4(C2)[C@H](CN(Cc2ccc(-c5ccccc5)cc2)[C@@H]4c2ccccc2)C3c2ccc(C(F)(F)F)cc2)c1 (stereo not given in full)
→ 0%, 2%, 2%, 24%, 45%[activator], 19%[12.7 µM], -13%, -6%&-3%, 50%[activator]
21	O=C(O)c1ccccc1SCC(=O)N1CCOCC1
→ 2%, -18%, 16%, 12%, -13%, -32%, -7%, -2%, 7%
22	Cc1ccc2[nH]c3c(NCc4ccccc4)ncnc3c2c1
→ -5%, ?, 8%, -29%, ?, -6%, ?, -16%, -3%
23	CCOc1cc(CNC(=O)c2ccc(NC(=O)c3nsc4ccccc34)cc2)ccc1OC
→ -10%, 1%, -24%, -8%, 15%, 4%[59 µM], -3%, 3%, 23%[57 µM]
24	C/C(=N\NC(=O)c1cccs1)C(C)(C)C
→ -10%, 5%, 14%, 1%, 4%, -9%[59 µM], ?, 3%, -1%
25	CCc1ccc(/C=C\C(=O)N2CCc3ccccc3C2)cc1
→ i, -13%, 11%, 3%, 5%, 32%, -14%, -2%, 32%
26	COc1ccc2c(c1OC)C(=O)N(c1ccc(O)cc1)C2=O
→ -8%, -11%, 171%[activator], 115%[activator], 2%, 2%, -8%, -2%, 7%
27	COc1cc(N)c(Cl)cc1Cl
→ i, 3%, 12%, 10%, 3%, -33%, -18%, -1%, 9%[57 µM]
28	COc1cccc(NC(=O)CSc2nnc(Cc3cccs3)n2-c2ccc(C)cc2)c1
→ i, -4%, -3%, -9%, 15%, -37%[59 µM], -24%, -10%, 3%
29	COc1cccc(NC(=O)CCC2CCN(Cc3nccs3)CC2)c1
→ i, 2%, -3%, 4%, -10%, ?, -15%, -2%, 24%
30	CC(=O)Nc1nonc1-c1nnc(SCc2cccc(Br)c2)n1C
→ -5%, ?, 5%, 13%, -2%, 1%[59 µM], -11%, -3%, 44%[activator]

Next section:
Values in the order: Tb PGK inh, BAZ2B block, GLS inh, Pol iota inh, Pin1 inhibitor, G9a block, JMJD2A Tudor inh, BLM helicase inh, HP1b binding inh
31	Cc1cc(NS(=O)(=O)c2ccc(NS(=O)(=O)c3ccc(CC(C)C)cc3)cc2)nc(C)n1
→ -10%, ?, 12%, 11%, 6%, ?, -6%, -4%, 49%[activator]
32	O=C(O)CNC(=O)c1ccc(NS(=O)(=O)c2ccc3ccccc3c2)cc1
→ 3%, ?, -9%, -9%, 6%, 40µM*, -16%, 0%, 17%
33	COc1ccc(NC(=S)N2CCN(CCN3C(=O)c4cccc5cccc(c45)C3=O)CC2)cc1
→ i, 10%, 0%, 142%[activator], 7%, 22%[12.7 µM], -18%, 33%[activator], 9%
34	O=C(CSc1nc2[nH]c(=O)cc(O)c2s1)Nc1ccc(Br)cc1
→ -14%, 1%, 1%, ?, -3%, 20%[12.7 µM], -5%, /, 30%
35	COc1cccc(NC(=O)Cn2c(=O)n(Cc3ccccc3)c(=O)c3ccccc32)c1
→ 11%, 0%, 4%, -3%, 5%, -2%[59 µM], -9%, -2%, 15%
36	COCCCNC(=S)NCCc1ccc(F)cc1
→ 6%, 9%, 2%, -9%, 9%, ?, -4%, 2%, 12%
37	COc1cccc(C(=O)Nc2cccc(-c3nc4ncccc4o3)c2C)c1
→ -3%, 25%, 12%, 16%, -2%, -7%[59 µM], -13%, -4%, 28%
38	O=C(/C=C/c1ccc(Cl)cc1)Nc1ccc(N2CCOCC2)cc1
→ -4%, -11%, -15%, 83%[activator], 2%, -3%[59 µM], ?, -3%, -18%
39	CC(CNC(=O)c1ccc(Cn2c(=O)c3cccn3c3cccnc32)cc1)c1ccccc1 (stereo not given)
→ 0%, -2%, 1%, 10%, 6%, 2%[59 µM], -4%, 3%, 28%
40	NS(=O)(=O)c1ccc(N/N=C/c2ccccc2C(=O)O)c([N+](=O)[O-])c1
→ 6%, 10%, 4%, 58%[activator], -3%, -31%, -15%, -6%, -10%
41	Cn1c(=O)c2sccc2n2c(CCC(=O)N3CCN(c4cccc(Cl)c4)CC3)nnc12
→ -3%, 2%, -14%, -17%, -2%, 2%[59 µM], 0%, -2%, 21%
42	O=C(NCc1cccs1)c1ccc([N+](=O)[O-])cc1
→ -4%, 37%[activator], -1%, 4%, -5%, 12%, -17%, -2%, 23%
43	COc1ccccc1/C=C/c1nc(C#N)c(N2CCN(C)CC2)o1
→ 2%, -34%, 5%, -1%, 0%, -20%[59 µM], -13%, -1%, 15%
44	CC(=O)c1nc(-c2ccccc2)sc1C
→ 4%, -17%, 1%, 17%, ?, 4%, 3%, -5%, 61%[activator]
45	COc1ccc(C2=C(C)C(=O)N(Cc3ccc(C(=O)Nc4ccc(C)c(C)c4)cc3)S2(=O)=O)cc1
→ /, -3%, -2%, -13%, 4%, 3%[59 µM], -10%, -2%, 53%[activator]
46	CCOC(=O)N1CCC(=NNc2ccc(S(N)(=O)=O)cc2[N+](=O)[O-])CC1
→ -6%, -28%, -9%, 8%, 1%, ?, -9%, 0%, 29%
47	O=C(Cn1cc([N+](=O)[O-])cn1)NCc1ccco1
→ -2%, -23%, 0%, -3%, -1%, ?, -24%, -6%, 22%
48	COc1cccc(C(=O)c2c[nH]c(C(=O)NCCCN(C)C)c2)c1
→ 2%, -36%, -5%, 115%[activator], -1%, -3%, -15%, 1%, 8%
49	CCc1cc2c(=O)c(-c3nc4ccccc4n3C)c(COCC(=O)O)oc2cc1OC(=O)C(C)(C)C
→ 7%, -6%, 13%, 1%, -8%, /, -7%, -3%, 33%
50	Cc1cc(NC(=O)CSc2nnc(Nc3ccccc3)s2)no1
→ -8%, 9%, 12%, 12%, 14%, 29%[12.7 µM], -9%, -1%, 23%

Profiles, looked up by structure:
O=C(NCC(=O)N(c1ccccc1)C(C(=O)NC1CCCCC1)c1cccnc1)c1ccco1 (stereo not given) is entered as Tb PGK inh: -3%; BAZ2B block: 1%; GLS inh: -9%; Pol iota inh: 82%[activator]; Pin1 inhibitor: -4%; G9a block: -7%; JMJD2A Tudor inh: -8%; BLM helicase inh: -3%; HP1b binding inh: 41%[activator]
CC(=O)c1ccc(-n2nnnc2SCC(=O)Nc2cccc(NC(=O)c3ccco3)c2)cc1 is entered as Tb PGK inh: 4%; BAZ2B block: 4%; GLS inh: 14%; Pol iota inh: -5%; Pin1 inhibitor: 23%; G9a block: -8%; JMJD2A Tudor inh: -7%; BLM helicase inh: -1%; HP1b binding inh: 11%

Compound activity as filed in PubChem BioAssay.

A portion of the library; the hit share may differ from the screen's.
